# AmpC inh no detg = AmpC beta-lactamase inhibition without detergent; P00811; AmpC nitrocefin hydrolysis, absorbance 480 nm, 0.0001% Triton; AID 485341; Potency, µM (top dose mostly 57.1 µM), for the others: at the top dose activity change, negative = inhibition, hits mostly inhibitors; actives 0.52% (n = 330,000);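 note: potency is the fitted concentration of half-maximal effect; plate controls were no compound for no effect and no enzyme for full effect; nearly all actives have a fitted effect of over 20% in size; some results filed as inactive show a strong effect at the top dose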
# Target sequence (P00811 whole entry, looked up): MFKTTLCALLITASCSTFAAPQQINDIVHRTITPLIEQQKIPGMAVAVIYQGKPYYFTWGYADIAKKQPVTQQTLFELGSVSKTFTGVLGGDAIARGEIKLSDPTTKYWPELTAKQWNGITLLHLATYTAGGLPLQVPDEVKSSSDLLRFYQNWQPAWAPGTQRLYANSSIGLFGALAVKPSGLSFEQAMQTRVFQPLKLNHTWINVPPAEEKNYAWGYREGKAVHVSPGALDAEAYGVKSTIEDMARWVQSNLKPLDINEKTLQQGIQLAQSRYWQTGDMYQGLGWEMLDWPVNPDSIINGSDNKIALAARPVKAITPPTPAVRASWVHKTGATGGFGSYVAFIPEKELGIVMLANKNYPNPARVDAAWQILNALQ
#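 20 mM phosphate pH 7.0 + 0.01% (detergent screen) or 0.0001% Triton X-100; 5.3 nM AmpC reagent; cpd preinc 15 min RT; nitrocefin (800 uM stock) to start; A480 q20 s × 4 min; Activity was normalised to no-enzyme and no-compound control wells.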
# Tb PYK inh = T. brucei pyruvate kinase inhibition | TbPYK enzyme, Kinase-Glo Plus ATP luminescence, 45 min | actives 0.12% (n = 410,000) | Q57TT1 | Potency, µM (series often up to 76.8 µM), without a hit: at the highest dose activity, negative = inhibition, actives largely listed as inhibitors; note: potency is the fitted concentration of half-maximal effect; nearly all actives have a fitted effect of over 50% in size
#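 In this concentration-response screen, enzyme-free wells defined baseline while DMSO plates tracked drift. Each reaction combined TbPYK, substrate, compound and 130 uM ADP for 45 min at room temperature. Kinase-Glo Plus luminescence gave the signal.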
# HCMV antiviral = inhibitors of human cytomegalovirus. actives 4.5% (n = 410,000). HFF cells, HCMV-luciferase reporter, 72 h; active compounds read low. AID 1259415. activity change, negative = inhibition, % at 57.5 µM; in the data active = activity change below about -60%; inconclusive = no clear call, values can overlap the other calls; inactive = above about -39%
#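 Luciferase read-out from HCMV-luciferase-infected HFFs (MOI 1 PFU/cell) 72 h post infection at 37C; compounds added after 16 h cell attachment; activity normalized between buffer-only basal and Salinomycin (10uM) inhibitor controls.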
# AMA1 RON2 block = inhibitors of Plasmodium falciparum AMA1-RON2 interaction; actives 0.2% (n = 360,000); AID 720542; Potency, µM (doses to about 58.2 µM), for inactives: at the top dose activity change, negative = inhibition, most hits filed as inhibitors; AlphaScreen AMA1-biotinylated RON2 peptide binding;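 note: potency is the fitted concentration of half-maximal effect; 0% = vehicle wells and -100% = peptide control; nearly all actives have a fitted effect of over 45% in size; some results filed as inactive show a strong effect at the top dose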
#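 AMA1 (3D7) with his tag at 25 nM final met compounds first, then biotinylated RON2 peptide at 25 nM; detection used donor plus acceptor beads, 10 µg/mL apiece, read by AlphaScreen after 30 min at room temperature.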
# AmpC inh detg = blocks E. coli AmpC beta-lactamase in detergent assay; actives 0.041% (n = 370,000); AID 485294; AmpC hydrolysis of nitrocefin, absorbance 480 nm, 0.01% Triton; Potency, µM (doses to about 114 µM), inactives show at the top dose activity change, negative = inhibition, most hits filed as inhibitors;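 note: potency is the fitted concentration of half-maximal effect; 0% = no-compound wells and -100% = no-enzyme wells; nearly all actives have a fitted effect of over 25% in size; some results filed as inactive show a strong effect at the top dose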
#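 20 mM phosphate pH 7.0 + 0.01% (detergent screen) or 0.0001% Triton X-100; 5.3 nM AmpC reagent; cpd preinc 15 min RT; nitrocefin (800 uM stock) to start; A480 q20 s × 4 min; Activity was normalised to no-enzyme and no-compound control wells.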
# HCV inh = inhibitors of hepatitis C virus infection; AID 651820; Potency, µM (highest dose often 41.8 µM), for inactives: top-dose activity change, negative = inhibition, hits mostly inhibitors; actives 3.4% (n = 340,000); Huh7.5.1 HCVcc-Cre infection, luciferase reporter, 44 h; note: potency is the fitted concentration of half-maximal effect
#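 Whole-lifecycle infectious HCVcc-Cre system; cells 1,000/well, compound then virus (~0.5 moi) added 4 h after plating, 44 h culture. Luciferase read 15 sec following 15 min substrate incubation, room temp.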
# LmPK inh = LmPK (Leishmania mexicana) enzyme inhibition. purified LmPK, Kinase-Glo ATP luminescence, 1 h. actives 0.37% (n = 290,000). Potency, µM (top dose mostly 57.5 µM), without a hit: at the highest dose activity change, negative = inhibition, usual class: inhibitors. Q27686; note: potency is the fitted concentration of half-maximal effect
# Target sequence (Q27686 whole entry, looked up): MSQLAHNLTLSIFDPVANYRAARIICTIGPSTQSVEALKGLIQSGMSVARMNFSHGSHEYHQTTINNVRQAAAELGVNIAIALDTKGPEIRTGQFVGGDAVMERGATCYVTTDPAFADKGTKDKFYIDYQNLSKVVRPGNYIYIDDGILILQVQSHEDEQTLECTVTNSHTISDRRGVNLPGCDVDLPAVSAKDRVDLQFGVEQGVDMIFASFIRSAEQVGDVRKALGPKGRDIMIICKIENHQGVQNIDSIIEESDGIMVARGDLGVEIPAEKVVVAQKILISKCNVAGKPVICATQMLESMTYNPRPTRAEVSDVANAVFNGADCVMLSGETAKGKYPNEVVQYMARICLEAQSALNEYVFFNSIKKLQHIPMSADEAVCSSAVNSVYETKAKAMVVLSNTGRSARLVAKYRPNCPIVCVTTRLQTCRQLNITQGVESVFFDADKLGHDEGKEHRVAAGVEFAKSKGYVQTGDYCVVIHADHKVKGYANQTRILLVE
#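 ATP generated from ADP (0.1 mM) and PEP (0.5 mM) by 0.1 nM LmPK over 1 h at room temperature (pH 7.2 imidazole buffer) was detected by coupled luciferase luminescence. Values were normalized to uninhibited and no-enzyme wells.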
# * marks the source's active call; other numbers are inactive results; u = inconclusive; x = no result given; [ ] = another dose, or the depositor's remark. Unless noted, calls come from the whole dose curve; as a rule, active = well fitted curve in the direction sought with a large enough effect; inconclusive = small, poorly fitted or top-dose-only effect, or another doubt; inactive = no such curve, though single readings can be large; an effect the other way counts as inactive or inconclusive. Unless noted, % is set by controls: 0 for no effect and ±100 for the full control effect.
compound | HCV inh | AmpC inh no detg | AMA1 RON2 block | AmpC inh detg | Tb PYK inh | HCMV antiviral | LmPK inh
COC(=O)CCN(C(=O)c1cc([N+](=O)[O-])cc([N+](=O)[O-])c1)c1ccccn1 | 9% | -12% | -5% | u | 3% | -19 | -5%
C/C(CC(=O)N(C(C)C)C(C)C)=N\NC(=O)COc1ccc(Br)cc1Br | -11% | 45% | 122%[activator] | -12% | 3% | -32 | 2%
O=C(CCCOc1ccc(Cl)cc1)N1CCCCC1 | 7% | 45% | -11% | -2% | 5% | 23 | -14%
O=C(O)c1ccccc1/C=N/N1CCN(C2c3ccccc3-c3ccccc32)CC1 | 29% | -13% | -8% | 2% | -1% | -32 | 10%
CC1(C)Cc2nc(N)c(=O)sc2C1 | -17% | -6% | 4% | -21% | 0% | -3 | -2%
Cc1ccc(Nc2nnc(-c3ccc(C)c(S(N)(=O)=O)c3)c3ccccc23)cc1 | x | x | x | -9% | 0% | -18 | x
CN(C)CCN(C)C1CN(Cc2ccc([N+](=O)[O-])cc2)S(=O)(=O)C1 (configuration not stated) | x | x | 4% | x | 7% | -22 | x
CN(C)S(=O)(=O)c1ccc(NC(=O)CSc2nnnn2C)cc1 | 0% | -17% | -7% | -5% | -9% | -11 | 1%
CCOC(=O)C1CCN(C(=O)C23CC4CC(CC(C4)C2)C3)CC1 | 13% | 36% | -5% | u | 2% | 0 | 1%
Cc1ccccc1Cn1cc(NC(=O)CCCn2nc([N+](=O)[O-])cc2C)cn1 | -5% | 0% | -3% | -9% | -1% | -32 | 0%
COc1cccc(CN2CCNC(=O)C2CC(=O)N(C)CCc2ccccn2)c1OC (configuration not stated) | x | -2% | x | 5% | x | x | 0%
CC1=C(C(=O)Nc2cccnc2)C(c2ccc(F)cc2)n2nc(-c3cccc(C)c3)nc2N1 (configuration not stated) | x | x | x | 3% | 0% | -23 | x
O=C(N/N=C/c1ccc(O)cc1O)NC12CC3CC(CC(C3)C1)C2 | 6% | -47% | 55%[activator] | 1% | -3% | 3 | 1%
COc1ccc(NC(=O)CSc2nc(-c3ccc(OC)cc3)[nH]c2-c2ccc(OC)cc2)cc1 | x | x | x | -2% | -7% | -15 | x
COc1ccc(CCNC(=O)Cn2c(C)c3cnn(-c4ccccc4)c(=O)c3c2C)cc1OC | x | x | x | 22% | 4% | 2 | x
COc1cccc(N2[C@@H](CC(=O)O)c3ccc(/C=C/C(=O)O)cc3S2(=O)=O)c1 | 6% | x | -4% | x | -5% | u | x
O=C1CC(NC(=O)C(F)(F)F)c2cc3c(cc21)OCO3 (configuration not stated) | 13% | -13% | -2% | u | -1% | 16 | -6%
O=[N+]([O-])c1ccc2nc(NS(=O)(=O)c3ccccc3[N+](=O)[O-])sc2c1 | 13% | -22% | 0% | u | 7% | 36 | 9%
O=C(c1cccc2ccccc12)N1CCN(c2ccc([N+](=O)[O-])c(N3CCOCC3)c2)CC1 | u | -19% | -6% | u | -7% | 2 | 2%
COc1ccc(CCNC(=O)c2cc(-c3ccc(C)cc3)nc3n[nH]c(-c4ccc(F)cc4)c23)cc1OC | x | x | x | -7% | -5% | -21 | x
CC(=O)Nc1ccc(/C=C/c2ccc3c([N+](=O)[O-])cccc3n2)cc1 | -9% | -2% | -2% | 7% | 4% | 44 | 5%
O=C(CN1C(=O)C2C3C=CC(C3)C2C1=O)OCC(=O)c1ccc(Br)cc1 (configuration not stated) | 2% | 3% | 0% | -3% | 3% | 25 | 5%
Cc1cc(C)n(-c2ccc(NC(=O)C3CCCCN3C(=O)c3ccoc3)cc2)n1 (configuration not stated) | -18% | 34% | 0% | -3% | -1% | x | -5%
CN(CC(=O)Nc1ccc(Cl)c(C(F)(F)F)c1)C(=O)c1cccc2cccnc12 | -29% | 172%[activator] | 5% | u | 5% | u | x
Cc1ccc(OCc2ccc(-c3nc(C#N)c(N4CCN(c5cccc(Cl)c5)CC4)o3)o2)cc1 | x | x | x | -1% | -14% | 9 | x
CCOC(=O)c1c(C)[nH]c(C)c1S(=O)(=O)NCc1cc(C)ccc1C | 11% | -21% | -2% | -10% | -1% | 24 | 11%
O=C(c1cnn2c(C(F)(F)F)cc(-c3cccs3)nc12)N1CCOCC1 | 4% | 21% | -15% | 2% | 4% | -27 | -2%
C=CCn1c(SCc2c(C)noc2C)nc2cc(C(=O)O)ccc2c1=O | 22% | -27% | -2% | -9% | 6% | 94 | -7%
C[n+]1cccc(O)c1SCc1ccccc1 | -1% | -16% | 134%[activator] | -13% | -7% | -2 | x
COc1ccc(NC(=S)NN2CCN(C)CC2)cc1 | -4% | -15% | -2% | -1% | -1% | -38 | 2%
COc1ccccc1/C=C/c1nc(C#N)c(NCC(C)C)o1 | x | x | x | 23% | -3% | -70* | x
COc1ccc(C(C)=NOC(=O)c2c(-c3ccccc3Cl)noc2C)cc1CN1CCOCC1 | x | x | -25% | x | -18% | -60* | x
CCOc1ccc(NC(=O)C2CCCN(C)C2)cc1 (configuration not stated) | -3% | -10% | 2% | -7% | 4% | -16 | 1%
O=C(NCc1cccc(Cl)c1)c1ccc2c(c1)OCCO2 | -12% | -21% | 2% | -4% | 5% | 7 | -2%
Cc1[nH]c2ccc(C(=O)OC(C)C(=O)N(C)c3ccccc3)cc2c1C (configuration not stated) | u | 30% | -12% | -7% | 2% | x | x
CN(C)CCOC(=O)CCCCCCCCC(=O)OCCN(C)C | 18% | -2% | 8% | -12% | 2% | 49 | 1%

# Structures from the list above that have an NH in an aromatic ring:
compound | HCV inh | AmpC inh no detg | AMA1 RON2 block | AmpC inh detg | Tb PYK inh | HCMV antiviral | LmPK inh
COc1ccc(NC(=O)CSc2nc(-c3ccc(OC)cc3)[nH]c2-c2ccc(OC)cc2)cc1 | x | x | x | -2% | -7% | -15 | x
COc1ccc(CCNC(=O)c2cc(-c3ccc(C)cc3)nc3n[nH]c(-c4ccc(F)cc4)c23)cc1OC | x | x | x | -7% | -5% | -21 | x
CCOC(=O)c1c(C)[nH]c(C)c1S(=O)(=O)NCc1cc(C)ccc1C | 11% | -21% | -2% | -10% | -1% | 24 | 11%
Cc1[nH]c2ccc(C(=O)OC(C)C(=O)N(C)c3ccccc3)cc2c1C (configuration not stated) | u | 30% | -12% | -7% | 2% | x | x

# Taken from above:
# Cc1cc(C)n(-c2ccc(NC(=O)C3CCCCN3C(=O)c3ccoc3)cc2)n1 (configuration not stated) @ LmPK inh = -5%
# COc1ccc(CCNC(=O)Cn2c(C)c3cnn(-c4ccccc4)c(=O)c3c2C)cc1OC @ AmpC inh detg = 22%

# Molecules above with an aryl thioether with sulfur outside any ring (four):
compound | HCV inh | AmpC inh no detg | AMA1 RON2 block | AmpC inh detg | Tb PYK inh | HCMV antiviral | LmPK inh
CN(C)S(=O)(=O)c1ccc(NC(=O)CSc2nnnn2C)cc1 | 0% | -17% | -7% | -5% | -9% | -11 | 1%
COc1ccc(NC(=O)CSc2nc(-c3ccc(OC)cc3)[nH]c2-c2ccc(OC)cc2)cc1 | x | x | x | -2% | -7% | -15 | x
C=CCn1c(SCc2c(C)noc2C)nc2cc(C(=O)O)ccc2c1=O | 22% | -27% | -2% | -9% | 6% | 94 | -7%
C[n+]1cccc(O)c1SCc1ccccc1 | -1% | -16% | 134%[activator] | -13% | -7% | -2 | x

# Other results
compound | HCV inh | AmpC inh no detg | AMA1 RON2 block | AmpC inh detg | Tb PYK inh | HCMV antiviral | LmPK inh
COc1ccc(/C=C/C(=O)N2CC(C)OC(C)C2)cc1OC (configuration not stated) | 2% | 9% | 12% | u | 1% | 34 | -6%
O=C(c1ccccc1)c1cnc[nH]1 | 6% | -1% | -25% | 0% | 1% | -22 | 11%
CCc1cccc2sc(NC(=O)C3CC3)nc12 | -14% | -15% | 13% | -8% | 3% | -16 | 5%
Cc1cc(-c2ccc(C)c(S(=O)(=O)Nc3cc(C)on3)c2)on1 | 22% | -24% | 2% | 2% | -4% | -39 | 3%
Cc1ccc(Nc2ncc(C(=O)N3CCN(c4cccc(Cl)c4)CC3)c3ccccc23)cc1Cl | x | x | x | 7% | 0% | 24 | x
O=C(c1ccc(Cn2cc([N+](=O)[O-])cn2)o1)N1N=C(C(F)F)CC1(O)C(F)F (configuration not stated) | x | -21% | 23% | -1% | -5% | 52 | 6%
CCNc1nc(NCC)n2c(SCC(=O)Nc3ccc(C(F)(F)F)cc3[N+](=O)[O-])nnc2n1 | 3% | 12% | 12%[11.6 µM] | 1% | 2% | 30 | 0%
COc1ccc(N(Cc2cc3cccc(C)c3[nH]c2=O)S(=O)(=O)c2ccc(Cl)cc2)cc1 | 2% | -25% | -11% | -11% | 2% | -10 | -1%
O=C(Cc1cccs1)Nc1ccccc1C(=O)O | 12% | -8% | 11% | 0% | 0% | -21 | -16%
O=S1(=O)CCOC[C@H](Cc2ccccc2)N1Cc1ccc(Cl)cc1 | -30% | x | 8% | x | -1% | -27 | x
Cc1ccc(NC(=O)c2cccc(Oc3ccc([N+](=O)[O-])cc3)c2)c(C(=O)O)c1 | 13% | -48% | -12% | 1% | 6% | 49 | -2%
O=C(c1ccc(Br)s1)N1CCN(C/C=C/c2ccccc2)CC1 | -27% | 92%[activator] | -6% | -9% | 7% | 19 | 0%
O=[N+]([O-])c1ccc(Oc2cc(NC3CCCCCCC3)c([N+](=O)[O-])cc2[N+](=O)[O-])cc1 | -4% | -49% | -9% | -2% | -2% | -10 | 2%
O=C(NN(C(=O)C1CC1)c1nc2ccccc2s1)C1CC1 | 10% | 2% | 30%[activator] | -2% | -1% | -3 | 5%
CCc1nnc(N2C(=N)SCC2=O)s1 | 3% | -11% | 50%[activator] | 3% | 1% | -7 | -2%
CCCc1nc2ccccc2c(=O)n1NC(=O)c1c(O)c2cccc3c2n(c1=O)CCC3 | u | -13% | 31%[activator] | -12% | -1% | 21 | -8%
COc1ncccc1-c1nnn(-c2ccc(F)cc2)n1 | 13% | -3% | 10% | 5% | -6% | 251 | -27%
CCOc1ccc(CCNC(=O)CSc2nnnn2-c2ccccc2)cc1OCC | x | x | x | -3% | 8% | -2 | x
O=C(CN1C(=O)S/C(=C/c2cccnc2)C1=O)N1CCOCC1 | 9% | 2% | 11% | 3% | 3% | -27 | -2%
COc1ccc(N2CCN(C(=O)C(=O)c3c(C)n(C)c4ccccc34)CC2)cc1 | 8% | 87%[activator] | -3% | u | -4% | 38 | 2%
C=CCn1c(C)cc(C)c(C#N)c1=O | -1% | -20% | 6% | -3% | -4% | 17 | 6%

# Screening data deposited in PubChem by National Center for Advancing Translational Sciences (NCATS).

# Outcome played no part in choosing rows; any-hit rate near 7.5%.
